# mHTT-CaM PPI inh – mutant huntingtin-calmodulin interaction inhibitors – biochemical, AlphaScreen, primary screen. P42858. AlphaScreen His-mHTT/GST-CaM binding, luminescence. inhibition, % at 15 µM. 190,000 tested, 3.6% active. AID 1671202, 2021;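 also: 0% = both proteins with DMSO and 100% = one protein alone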
# Pf apPOL block – Pf-apPOL inhibitors, biochemical, fluorescence; 210,000 tested, 0.25% active; Plasmodium falciparum apicoplast DNA polymerase (apPOL); inhibition, % at 10 µM; AID 1794808, 2022; Recombinant Pf-apPOL, molecular beacon fluorescence, 1.5 h
# Numbers without * were called inactive; nt = not tested or not shown; & = joins results of further samples. Rule as the data show it: active = inhibition above about 50%; inactive = the rest. This is a subset; rates above refer to the full screens.
SMILES,mHTT-CaM PPI inh,Pf apPOL block
Cc1ccccc1N1CCN(Cc2ccccc2)CC1,-9,3
CC=C1CN2C3CC1C1(C(=O)OC)C2CC2(c4ccccc4NC32)C1O (stereo unspecified),nt,-11
COc1ccc(CCNCc2ccccc2)cc1,-10,-5
COc1ccc(CN2CCN(c3ccccc3OC)CC2)cc1C,-1,-7
CCCc1nc2ccccc2c(=O)n1-c1ccc(OC)cc1,-1,-4
CC(=O)c1ccc(NC(=O)C(Cl)(Cl)Cl)cc1,-2,-3
O=C(CN1CCOCC1)c1ccc2c(c1)OCCO2,7,20
O=P(Nc1ccccc1Cl)(Oc1ccccc1)Oc1ccccc1,0,-2
Cc1nc(C(=O)NCc2ccccc2)c(C)n1C1CCN(C)CC1,2,1
Cc1cc(O)c2c(c1)OC(C)(C)C1=C2CC(C)CC1 (stereo unspecified),37,-3
COc1ccc(-c2coc3cc(OC(=O)N(C)C)cc(OC)c3c2=O)cc1OC,11,-5
O=C1OC(c2cncc(Br)c2)=N/C1=C\C=C\c1ccccc1,5,-6
O=C(c1nn(CCN2CCCCC2)c2ccccc12)N1CCSCC1,6,-5
Cc1sc(C=C(C#N)C#N)cc1[N+](=O)[O-],13,nt
Cc1ccccc1OCC(=O)N1CC2CC(C1)c1cccc(=O)n1C2 (stereo unspecified),-17,-8
c1ccc(CC2CNCCN2)cc1 (stereo unspecified),3,-4
O=C(c1ccc(Cl)cc1)N1CCOCC1,-3,9
CN(C)c1ccc([N+](=O)[O-])c2cccnc12,14,nt
O=C(NNS(=O)(=O)c1ccc(C(F)(F)F)cc1)C1(O)CN2CCC1CC2 (stereo unspecified),nt,-16
COc1ccccc1N1CCN(Cc2ccccc2[N+](=O)[O-])CC1,-2,0
O=[N+]([O-])c1ccc(NCCNc2ccc([N+](=O)[O-])c3cccnc23)cc1,1,nt
COc1ccccc1-c1[se]c2ccccc2c1I,-23,-7
Cc1[nH]c2ccc(Br)cc2c1CCN,12,-1
O=c1c2ccccc2nc(/C=C/c2ccc(O)cc2)n1-c1ccccc1[N+](=O)[O-],1,-3
CC1(C)OCC2(CNC2)CO1,-3,-2

# The results go on.
SMILES,mHTT-CaM PPI inh,Pf apPOL block
CN=C(C)c1c(O)n(C)c(=O)n(C)c1=O,-3,-2
Cc1cc(C)c(S(=O)(=O)NCC2CCC(C(=O)N3CCC4(CC3)OCCO4)CC2)c(C)c1 (stereo unspecified),21,-3
CN1CCC2(CCN(Cc3ccccc3)C2)C1 (stereo unspecified),-2,-1
COc1ccc(OC)c(N2C(=O)CC(=O)NC2=O)c1,-4,6
Clc1cccc(CN2CCN(Cc3ccc4c(c3)OCO4)CC2)c1,6&2,-10&-4
CCc1cc2c(cc1-c1csc(-c3cccnc3)n1)C(C)(C)CCC2(C)C,nt,-5&-1
COc1ccccc1CNCCc1ccc(F)cc1,-4,2
O=C1CN=C(c2ccccc2Br)c2cc(Cl)ccc2N1,18,-9
COc1ccc2c(c1)C1(CCN(S(=O)(=O)c3ccc4c(c3)OCCO4)C1)C(=O)N2 (stereo unspecified),3,-5
N#CC1=C(N)Oc2n[nH]c(-c3ccc(F)cc3)c2C1c1ccc(F)cc1 (stereo unspecified),-4,-9
O=C(C1CC(=O)N(C2CCCC2)C1)N1CCC2(CC1)OCCO2 (stereo unspecified),-10,-12
Cc1ccccc1-n1c(/C=C2\C(=O)Nc3ccc(Br)cc32)nc2ccccc2c1=O,44,5
CC(Cc1ccccc1)NC(=O)c1ccc(N)cc1 (stereo unspecified),-5,4
CN1CCN(Cc2ccco2)CC1,0,78*
CCC1(c2ccccc2)C(=O)NC(=O)N(C(=O)c2ccc(F)cc2)C1=O (stereo unspecified),1,-7
COc1ccc2c(c1)C1(CCN(S(=O)(=O)c3ccc(F)cc3F)C1)C(=O)N2C (stereo unspecified),-4,-5
Cc1ccc(-n2cccc2C=C2C(=O)N(C)C(=O)N(C)C2=O)cc1Cl,19,5
CC1(C)C(C(=O)Nc2nccs2)C1(C)C,-4,nt
Oc1cc2c(cc1O)C(c1cccnc1)NCC2 (stereo unspecified),-6,-4
CCN1CCN(Cc2ccccc2C)CC1,4,-6
O=C1NC(=O)N(c2ccc3c(c2)OCO3)C(=O)/C1=C/c1ccc(N2CCCCC2)o1,10,-1
O=C(CN1CCN(c2ccc(F)cc2)CC1)Nc1ccc(Cl)cc1C(=O)c1ccccc1,72*,-1
COc1ccc2c(c1)C1(CCN(C(=O)Nc3ccccc3C)C1)C(=O)N2 (stereo unspecified),6,-9
COc1ccc(C=C2Oc3c(ccc(OC(=O)N(C)C)c3C)C2=O)c(OC)c1,-1,-4
Nc1ncnc2c1ncn2[C@@H]1O[C@H](COP(=O)(O)CP(=O)(O)OP(=O)(O)O)[C@H](O)C1O (stereo partly specified),nt,10

# Single records, as listed above:
# Cc1cc(O)c2c(c1)OC(C)(C)C1=C2CC(C)CC1 (stereo unspecified) reads mHTT-CaM PPI inh: 37; Pf apPOL block: -3
# Cc1cc(C)c(S(=O)(=O)NCC2CCC(C(=O)N3CCC4(CC3)OCCO4)CC2)c(C)c1 (stereo unspecified) reads mHTT-CaM PPI inh: 21; Pf apPOL block: -3

# Further entries.
SMILES,mHTT-CaM PPI inh,Pf apPOL block
Cc1ccc(NC(=O)CN2C(=O)C(C)N=C(c3ccccc3)c3ccccc32)cc1F (stereo unspecified),50,-21
COc1ccc(CC2NCC(O)C2OC(C)=O)cc1 (stereo unspecified),nt,-9
NCCc1c[nH]c2ccc(O)cc12,nt,-4
CC1CN=C(NCc2ccccc2)S1 (stereo unspecified),4,-5
CC(C)(C)c1o[nH]c(=O)c1CC(N)C(=O)O (stereo unspecified),nt,0
NCCc1csc2c1CCCC2,65*,nt
Nc1cc(C(=O)NC2CCCCNC2=O)ccc1N1CC2CC(C1)c1cccc(=O)n1C2 (stereo unspecified),-3,2
Clc1ccc(C2NCCc3[nH]cnc32)c(Cl)c1 (stereo unspecified),4,-2
NCCc1nc(N)n[nH]1,-3,-6
CC1(C)Cc2c(C#N)c(N3CCNCC3)nc(Cc3ccccc3)c2CO1,3,2
CC12CCC3C(CC4OCC35CCC(O)CC45Br)C1CCC2OC(=O)c1ccccc1 (stereo unspecified),nt,-12
COc1ccc(CNCCc2cccc(F)c2)c(OC)c1,6,-5
N#Cc1cc([N+](=O)[O-])ccc1NC(=O)c1cccn(Cc2c(F)cccc2Cl)c1=O,-19,0
Cc1cc2oc(=O)cc(CN3CC4CC(C3)c3cccc(=O)n3C4)c2cc1Cl (stereo unspecified),3,-1
CCOc1ccccc1CN1CCN(c2ccccc2F)CC1,-9,-5
Cc1cccnc1-n1c(-c2ccccc2)nc2ccccc2c1=O,nt,-8
CCC1(CC)C(=O)NC(=O)N(Cc2ccccc2)C1=O,-6,9
Nc1nc(N)c2n[nH]nc2n1,-2,nt
COc1cccc(CNCCc2ccc(Cl)cc2)c1OC,-11,-5
COC(=O)C1=CCCN(C)C1,nt,10&-3
Cc1c(C(=O)N2CCC3(CC2)OCCO3)oc2ccc(S(=O)(=O)N3CC(C)CC(C)C3)cc12 (stereo unspecified),15,-1
Cc1nnc(N2CCN(C)CC2)[nH]c1=O,3,-5
O=[N+]([O-])c1ccc(N2CCN(Cc3ccc(O)cc3)CC2)cc1,7,-3
COc1ccc(CN2CCN(CCO)CC2)c(OC)c1,0,-159
O=C(O)COc1ccc(Cl)cc1Cl,-8,-4

# Remaining list, next part
SMILES,mHTT-CaM PPI inh,Pf apPOL block
Cc1ccc(/C=C/[N+](=O)[O-])cc1Br,49,-3
CN(C)c1ccc(N2CCNCC2)c([N+](=O)[O-])c1,18,-14
CC(=O)OC1CCC2(C)C(CCC3C2CCC2(C)C(OC(C)=O)CCC32)C1 (stereo unspecified),-7,-11
COc1ccc(CC(=O)N2CCCN(C3CCN(Cc4ccc(F)cc4)C3=O)CC2)cc1 (stereo unspecified),31,-3
CN1CCN(c2ccc([N+](=O)[O-])cc2F)CC1,0,-3
COc1cc(Br)cc(CN2CCN(C)CC2)c1O,-1,-3
CC(=O)Nc1ccc(S(=O)(=O)NC(CC(=O)N2CCC3(CC2)OCCO3)C(C)C)cc1 (stereo unspecified),-12,-4
Cc1[nH]c2ccccc2c1CCN,100*,1
CN(C(=O)Oc1ccc([N+](=O)[O-])cc1)c1ccccc1,-1,4
COc1cccc(CN2CCN(c3ccc(F)cc3)CC2)c1OC,6,58*
Cc1cccc(Cn2cc(C=O)c3ccccc32)c1,-22,-10
O=[N+]([O-])c1ccc(CNCCc2ccccc2)cc1,2,-6
O=c1c2ccccc2nc(/C=C/c2cccnc2)n1-c1ccccc1[N+](=O)[O-],23,-1
COc1ccccc1NC(=O)CN1C(=O)C(C)N=C(c2ccccc2)c2ccccc21 (stereo unspecified),22,-7
CCCCOc1ccc(CN2CCN(CC)CC2)cc1,-4,4
COc1ccc2c(c1)C1(CCN(C(=O)c3cccc(Br)c3)C1)C(=O)N2C (stereo unspecified),11,-5
COc1ccc(CNC(=O)c2nc(C)n(C3CCN(C)CC3)c2C)cc1OC,4,-8
COc1ccc(-n2c(-c3ccccc3F)nc3ccccc3c2=O)cc1,1,-4
c1coc(CNCCc2c[nH]c3ccccc23)c1,8,-5
COc1ccc(OC)c(-c2c(C)c3ccc(OC(=O)N(C)C)cc3oc2=O)c1,4,0
O=C(O)C1Cc2[nH]cnc2C(c2cccnc2)N1 (stereo unspecified),nt,-12
CC12CCC3C(CCC4CCCCC43C)C1CCC2=O (stereo unspecified),-11,-5
Cc1ccc(CN2CCN(CCO)CC2)c(C)c1,-2,-4
Cc1ccccc1N1CCN(Cc2ccc(F)c(Br)c2)CC1,9,-6
CCN1CCN(Cc2cc(OC)c3c(c2)OCO3)CC1,-3,0

# Molecules from the list above that contain a Cl atom (12):
SMILES,mHTT-CaM PPI inh,Pf apPOL block
CC(=O)c1ccc(NC(=O)C(Cl)(Cl)Cl)cc1,-2,-3
O=P(Nc1ccccc1Cl)(Oc1ccccc1)Oc1ccccc1,0,-2
O=C(c1ccc(Cl)cc1)N1CCOCC1,-3,9
Clc1cccc(CN2CCN(Cc3ccc4c(c3)OCO4)CC2)c1,6&2,-10&-4
O=C1CN=C(c2ccccc2Br)c2cc(Cl)ccc2N1,18,-9
Cc1ccc(-n2cccc2C=C2C(=O)N(C)C(=O)N(C)C2=O)cc1Cl,19,5
O=C(CN1CCN(c2ccc(F)cc2)CC1)Nc1ccc(Cl)cc1C(=O)c1ccccc1,72*,-1
Clc1ccc(C2NCCc3[nH]cnc32)c(Cl)c1 (stereo unspecified),4,-2
N#Cc1cc([N+](=O)[O-])ccc1NC(=O)c1cccn(Cc2c(F)cccc2Cl)c1=O,-19,0
Cc1cc2oc(=O)cc(CN3CC4CC(C3)c3cccc(=O)n3C4)c2cc1Cl (stereo unspecified),3,-1
COc1cccc(CNCCc2ccc(Cl)cc2)c1OC,-11,-5
O=C(O)COc1ccc(Cl)cc1Cl,-8,-4

# Shown with values under each structure: part of the list above
# Values run as follows: mHTT-CaM PPI inh	Pf apPOL block
Cc1nnc(N2CCN(C)CC2)[nH]c1=O
→ 3	-5
Cc1ccccc1-n1c(/C=C2\C(=O)Nc3ccc(Br)cc32)nc2ccccc2c1=O
→ 44	5

# The list continues:
SMILES,mHTT-CaM PPI inh,Pf apPOL block
COc1ccc2c(c1)C1(CCN(C(=O)c3cccc(F)c3)C1)C(=O)N2C (stereo unspecified),-7,-6
O=[N+]([O-])c1ccc(N2CCCCC2)c2cccnc12,6,4
COc1cccc(N2CCN(Cc3ccc([N+](=O)[O-])cc3)CC2)c1,42,1
CC(C)NC(C)C(O)c1ccc2c(c1)CCCC2 (stereo unspecified),-7,-4
CCN(Cc1ccccc1)C(=O)C(Cl)(Cl)Cl,-9,-4
C[N+](C)(C)CC#CCN1CCCC1=O,nt,-3
CC(=O)[C@H]1CC[C@H]2[C@@H]3CC[C@H]4C[C@](C)(O)CC[C@]4(C)[C@H]3CC[C@]12C,nt,-2
COc1ccc(NC(=O)c2nc(C)n(C3CCN(C)CC3)c2C)c(OC)c1,21,59*
O=C(C1CCN(S(=O)(=O)N2CCCC2)CC1)N1CCC2(CC1)OCCO2,-8,-11
CC(C)(C)NCC(O)c1ccc([N+](=O)[O-])cc1 (stereo unspecified),-7,-3
CN1CCC(O)(c2ccco2)C(C(O)c2ccco2)C1 (stereo unspecified),-4,nt
COC(=O)c1ccc(Oc2c(C)oc3cc(OC(=O)N(C)C)ccc3c2=O)cc1,4,1
CCc1cc2c(cc1-c1cc(-c3ccccc3)c3cc(Cl)ccc3n1)C(C)(C)CCC2(C)C,nt,-11
CC1CN(C(C)(C)C)CCC1N(C)C (stereo unspecified),-4,1
O=C(NC(O)C(Cl)(Cl)Cl)c1ccccc1O (stereo unspecified),4,-1
c1ccc(CNc2c3c(nc4ccccc24)CCC3)cc1,22,-2
O=C1OC(c2cncc(Br)c2)=N/C1=C\c1ccc(Br)cc1,-5,1
COc1ccc(CN2CCN(c3cccc(Cl)c3)CC2)cc1OC,13,-5
Nc1cc(C(=O)Nc2ccncc2)ccc1N1CC2CC(C1)c1cccc(=O)n1C2 (stereo unspecified),6,-5
Cc1ccc(Sc2ccc(C=C3C(=O)NC(=O)NC3=O)o2)cc1,1,4
Cc1cccc(C)c1-n1nnnc1C1(N(C)O)CCCCC1,-5,-4
COc1ccc2c(c1)C1(CCN(C(=O)NCc3ccc(F)cc3)C1)C(=O)N2C (stereo unspecified),-8,19

# Copied from the results shown, 2 compounds:
SMILES,mHTT-CaM PPI inh,Pf apPOL block
COc1ccc2c(c1)C1(CCN(C(=O)c3cccc(F)c3)C1)C(=O)N2C (stereo unspecified),-7,-6
O=[N+]([O-])c1ccc(N2CCCCC2)c2cccnc12,6,4

# Screening results deposited in PubChem by University of Kansas High Throughput Screening Laboratory.
